TrxR1 substrate = substrates of rat thioredoxin reductase 1. 390,000 tested, 0.01% active. O89049. purified TrxR1 substrate turnover, NADPH consumption readout. Potency, µM (highest dose often 114 µM), without a hit: top-dose activity change, negative = substrate turnover; note: potency is the fitted concentration of half-maximal effect; % is set by controls: 0 for no effect and ±100 for the full control effect; nearly all actives have a fitted effect of over 50% in size
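Rat TrxR1, dispensed at 90 nM, was prereduced with 400 uM NADPH (final) for 5 min at ~22 deg C, then incubated with compound 15 min before 400 uM selenite. A first-read NADPH fluorescence drop versus no-compound background flagged substrates.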
HP1b binding inh = inhibitors of HP1-beta chromodomain binding to methylated histone tails. P83916. AlphaScreen HP1-beta / biotin-H3K9me3 peptide binding. Potency, µM (doses to about 114 µM), for inactives: at the highest dose activity change, negative = inhibition, hits mostly inhibitors. 390,000 tested, 0.56% active; note: potency is the fitted concentration of half-maximal effect; nearly all actives have a fitted effect of over 70% in size; inactives centre near 23
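HP1-beta protein (50 nM final) preincubated 30 min at room temperature with biotinylated H3(1-18)K9me3 peptide (50 nM) in PBS pH 7.4, 0.01% Tween-20, then compound added for 30 min. AlphaScreen streptavidin donor/nickel chelate acceptor beads (10 ug/mL final), 30 min dark, luminescence read.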
PI4K2A inh = inhibitors of human PI4K2A | 420,000 tested, 0.13% active | AID 1346378 | Q9BTU6 | purified PI4K2A, ADP-Glo luminescence, 1 h; active compounds read low | activity change, negative = inhibition, % at 76.9 µM; in the data active = activity change below about -50%; inconclusive = mostly about -30% to -49%;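 note: -100% = wells without enzyme as full effect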
Target sequence (Q9BTU6 whole entry, looked up): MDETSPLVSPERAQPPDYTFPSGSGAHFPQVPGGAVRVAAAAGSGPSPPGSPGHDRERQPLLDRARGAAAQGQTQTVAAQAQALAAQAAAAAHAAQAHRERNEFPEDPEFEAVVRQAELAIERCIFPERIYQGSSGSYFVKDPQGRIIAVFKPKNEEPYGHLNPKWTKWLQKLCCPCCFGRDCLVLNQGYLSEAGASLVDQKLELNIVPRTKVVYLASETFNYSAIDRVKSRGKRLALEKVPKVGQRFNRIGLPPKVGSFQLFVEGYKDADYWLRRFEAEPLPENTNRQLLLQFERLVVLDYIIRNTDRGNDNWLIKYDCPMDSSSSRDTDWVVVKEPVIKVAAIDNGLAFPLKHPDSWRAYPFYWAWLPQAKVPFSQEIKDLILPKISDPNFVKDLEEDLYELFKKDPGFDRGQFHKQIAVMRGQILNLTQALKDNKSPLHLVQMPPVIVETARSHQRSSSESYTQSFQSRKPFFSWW
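In this quantitative HTS, ADP production by PI4K2A was quantified luminescently after 1 h at ambient temperature; 100 microM adenosine served as plate-quality control.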
GLS inhibitor = glutaminase GLS (human) inhibition. O94925. GLS enzymatic activity, qHTS titration. Potency, µM (series often up to 45.5 µM), without a hit: at the top dose activity change, negative = inhibition, most hits filed as inhibitors. 410,000 tested, 0.21% active; note: potency is the fitted concentration of half-maximal effect; % is set by controls: 0 for no effect and ±100 for the full control effect
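Human kidney-isoform GLS in 45 mM KH2PO4 pH 8.2, 0.02% Tween-20, with compound, started with 1mM L-Glutamine (added stock). Glutamate oxidase/HRP/Amplex red coupled fluorescence read at start and after 30 min at RT.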
Pin1 inhibitor = human Pin1 inhibition; Pin1 FP peptide displacement, HiFluor488, 10 min; Potency, µM (series often up to 115 µM), for inactives: at the top dose activity, negative = inhibition, actives largely listed as inhibitors; 390,000 tested, 0.009% active; Q13526; active = well fitted inhibition curve with a large enough effect in the polarisation, with a control signal flat, not every such curve was filed as active; inconclusive = small, poorly fitted or top-dose-only effect, or effect the other way, or a change in a side signal; inactive = no such curve, though single readings can be large or run the other way; the % refers to the polarisation; note: potency is the fitted concentration of half-maximal effect; % is set by controls: 0 for no effect and ±100 for the full control effect
USP1 inh = inhibitors of human USP1/UAF1 deubiquitinase; Potency, µM (titrated, usually from 57.1 µM), for inactives: at the top dose activity change, negative = inhibition, most hits filed as inhibitors; 390,000 tested, 0.23% active; recombinant USP1/UAF1, Ub-Rhodamine cleavage fluorescence; O94782; note: potency is the fitted concentration of half-maximal effect; % is set by controls: 0 for no effect and ±100 for the full control effect; nearly all actives have a fitted effect of over 60% in size; inactives centre near -12
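High-throughput fluorogenic screen: 1nM USP1/UAF1 complex, Ub-Rho substrate 150nM final, 50mM HEPES pH 7.8 with 0.5mM EDTA, 0.1 mg/ml BSA, 1mM TCEP and 0.01% Tween-20.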
PGK inhibitor = inhibitors of T. brucei phosphoglycerate kinase | PGK/GAPDH coupled, Kinase-Glo luminescence, 60 min | Potency, µM (top dose mostly 57.5 µM), inactives show at the highest dose activity change, negative = inhibition, most hits filed as inhibitors | 380,000 tested, 0.043% active; note: potency is the fitted concentration of half-maximal effect; % is set by controls: 0 for no effect and ±100 for the full control effect; nearly all actives have a fitted effect of over 60% in size
Target sequence (P07378 whole entry, looked up): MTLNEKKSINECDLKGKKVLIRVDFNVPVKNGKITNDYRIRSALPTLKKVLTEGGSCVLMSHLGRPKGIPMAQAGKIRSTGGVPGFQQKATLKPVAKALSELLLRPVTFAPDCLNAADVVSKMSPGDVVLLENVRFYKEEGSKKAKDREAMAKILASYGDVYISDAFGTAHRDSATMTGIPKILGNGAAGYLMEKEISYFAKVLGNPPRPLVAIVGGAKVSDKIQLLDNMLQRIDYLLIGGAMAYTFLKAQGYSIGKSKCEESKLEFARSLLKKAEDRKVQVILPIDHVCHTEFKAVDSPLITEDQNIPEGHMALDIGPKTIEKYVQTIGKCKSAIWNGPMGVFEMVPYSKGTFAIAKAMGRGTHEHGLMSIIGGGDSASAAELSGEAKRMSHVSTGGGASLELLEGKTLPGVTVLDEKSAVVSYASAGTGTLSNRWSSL
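Recombinant glycosomal PGK reaction used 1,3-bisphosphoglycerate generated in-well by GAPDH (100nM final) in 100mM TEA pH 7.6, 5mM MgCl2, 0.01% Tween-20. After 60 minutes at room temperature, ATP was read by Kinase-Glo Plus luminescence end-point.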
IDH1 R132H inh = blocks human mutant IDH1 R132H enzyme; O75874; IDH1-R132H enzyme, NADPH consumption, diaphorase/resazurin fluorescence; Potency, µM (top dose mostly 76.6 µM), for the others: at the top dose activity change, negative = inhibition, hits mostly inhibitors; 390,000 tested, 0.093% active; note: potency is the fitted concentration of half-maximal effect; % is set by controls: 0 for no effect and ±100 for the full control effect; nearly all actives have a fitted effect of over 65% in size
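IDH1-R132H (0.5 ug/mL dispensed) in pH 7.5 Tris buffer was preincubated 30 min with compound, then given a substrate mix of 0.016 mM NADPH and 2 mM alpha-KG for 80 min at room temperature; remaining NADPH was read by diaphorase/resazurin fluorescence.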
TrxR1 inh = rat TrxR1 inhibition. recombinant rTrxR1, NADPH fluorescence consumption, selenite substrate. Potency, µM (series often up to 114 µM), without a hit: at the top dose activity change, negative = inhibition, usual class: inhibitors. 390,000 tested, 1% active; note: potency is the fitted concentration of half-maximal effect; % is set by controls: 0 for no effect and ±100 for the full control effect; nearly all actives have a fitted effect of over 65% in size
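Rat TrxR1 (90 nM in the dispensed reagent) was pre-reduced with 400 uM NADPH for 5 min at room temperature, then incubated with compound for 15 min. After 400 uM selenite was added, NADPH fluorescence (Ex 340/Em 450 nm) was followed for 8 min.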
Numbers without * were called inactive; i = inactive; u = inconclusive; x = no result given; [ ] = another dose, or the depositor's remark. Unless noted, calls come from the whole dose curve; as a rule, active = well fitted curve in the direction sought with a large enough effect; inconclusive = small, poorly fitted or top-dose-only effect, or another doubt; inactive = no such curve, though single readings can be large; an effect the other way counts as inactive or inconclusive.

Values run as follows: TrxR1 substrate, HP1b binding inh, PI4K2A inh, GLS inhibitor, Pin1 inhibitor, USP1 inh, PGK inhibitor, IDH1 R132H inh, TrxR1 inh
[1] CC(=O)Nc1cccc(NC(=O)CSc2nnc(Cc3cccn3C)n2CCc2ccccc2)c1
  1%[57.1 µM], 1%, 6, -13%, 3%, -17%, i, 13%, -4%[57.1 µM]
[2] CCOc1ccc(N2CC(C(=O)NCCc3ccccc3)CC2=O)cc1 (centres undefined)
  1%, 23%, 2, 0%, -8%, 0%, -1%, 0%, 12%
[3] O=C(O)c1ccc(NC2=C/C(=N/S(=O)(=O)c3ccccc3)c3ccccc3C2=O)cc1
  -3%, u, u, 8%, -4%, 2.8µM*, -26%, 25%, u
[4] Cc1nc(NC(=O)/C=C/c2ccccc2)n[nH]1
  6%[57.1 µM], 1%, 11, -1%, 0%, -6%, i, -5%, -38%
[5] CC(C)CCOCC(=O)Nc1cccc(C(=O)O)c1
  -1%, 37%, 1, -1%, 6%, -17%, -3%, 3%, 2%
[6] Cc1cc2cc(CNS(=O)(=O)c3ccccc3)ccc2n1C
  -6%[57.1 µM], -5%, -9, -6%, -15%, -14%, -4%, 10%, 7%[57.1 µM]
[7] COc1ccc(C(=O)NCC(=O)N/N=C/c2cn[nH]c2-c2ccccc2)cc1
  6%[57.1 µM], 15%, 4, 0%, 1%, 1%, 3%, -5%, 1%[57.1 µM]
[8] C=CCn1c(-c2ccccc2)ccc(C#N)c1=O
  -4%, 229%[activator], 2, -1%, -1%, -16%, -6%, 5%, -12%
[9] COc1cc(OC)c2ccc(=O)oc2c1C(CC(=O)N1CCCC(C)C1)c1ccc2c(c1)OCO2 (centres undefined)
  2%, -10%, 0, -27%, 6%, u, -17%, -8%[38.3 µM], 6%
[10] CN(Cc1ccccc1)S(=O)(=O)c1ccc(NC(=O)C2CCCO2)cc1 (centres undefined)
  1%, 22%, 4, -6%, 4%, -14%, 4%, 2%, 4%
[11] CCNC(=O)COc1ccc(F)cc1C(=O)c1cnn(-c2ccccc2)c1
  -2%, 1%, 1, -9%, 2%, -4%, 0%, 27%, -8%
[12] O=C(Nc1ccc(Cl)cc1F)c1cc(S(=O)(=O)NC2CCCCCC2)ccc1F
  7%[57.1 µM], 40%[activator], -2, 6%, -5%, -14%, -2%, 11%, 20%[57.1 µM]
[13] O=C(/C=C/c1ccc(S(=O)(=O)NCc2ccco2)cc1)NCc1cccc(Cl)c1
  -8%, 1%, -2, 5%, 13%, -22%, i, 2%, -9%
[14] O=C(NCc1ccccc1)NCc1cccs1
  3%[57.1 µM], 26%, 1, -3%, -7%, -21%, -2%, 10%, 19%[57.1 µM]
[15] CCOC(=O)c1c(C)oc2nc(C)nc(Nc3ccc(C)c(Cl)c3)c12
  0%, 9%, 1, -19%, 0%, -1%, 0%, 1%, 9%
[16] COc1ccc(NC(=O)c2ccco2)cc1NC(=O)c1cc(Br)ccc1Cl
  -4%[57.1 µM], 4%, 1, -4%, 36%[activator], -22%, i, -4%, 7%[57.1 µM]
[17] Cc1ccc(CNC(=O)c2c(O)nc3c(C)cccn3c2=O)cc1
  9%, 42%[activator], 0, -13%, -5%, u, 2%, 5%, 0%
[18] COc1cccc2c1C(=O)c1ccc3ccccc3c1C2=O
  -9%, 17%, -1, -6%, 15%, -9%, -10%, 1%, 1%[57.1 µM]
[19] Cc1ccc(NC(=O)Cn2cc(C=O)c3ccccc32)cc1
  2%, 31%, -5, 0%, 3%, -18%, -9%, 2%, 13%
[20] CCc1nn(CC(=O)N2CCC(C)CC2)c(=O)c2cccn12
  2%, 24%, -1, -4%, -7%, -9%, -1%, -1%, 9%
[21] CCOc1ccccc1CNC(=O)C1CCN(c2nn3cc(-c4ccc(F)cc4)nc3s2)CC1
  0%, 30%, 0, -7%, 1%, u, 2%, 11%, 39%[activator]
[22] COc1ccc(NC(=O)COc2ccc(S(=O)(=O)N3CCOCC3)cc2C)cc1OC
  7%[57.1 µM], -3%, -5, -8%, -4%, -4%, -2%, 6%, 23%[57.1 µM]
[23] N#CC1(NC(=O)CN2C(=O)c3ccccc3C2=O)CCCCC1
  6%, 55%[activator], -3, 2%, 0%, -26%, -6%, -3%, 24%
[24] COc1cccc(OCc2cc(C(=O)NCCc3cccc(C)n3)no2)c1
  4%, 20%[57 µM], -2, u, -3%, -16%, -6%, 2%, 10%
[25] O=C(Nc1cnn(Cc2c(Cl)cccc2Cl)c1)c1ccc([N+](=O)[O-])cc1
  -3%, 50%[activator], -1, 1%, 16%, -18%, 1%, 1%, -2%
[26] CN(C)S(=O)(=O)c1ccc(NC(=O)C2CC(=O)N(Cc3ccccc3)C2)cc1 (centres undefined)
  8%[57.1 µM], 19%, 3, -3%, -6%, -17%, -2%, 2%, 12%[57.1 µM]
[27] COC(=O)C(C)Oc1ccc(Oc2nc(Cl)ccc2Cl)cc1 (centres undefined)
  -4%, 116%[activator], -2, 0%, -1%, -9%, -1%, -1%, 22%
[28] Cc1ccc(C(=O)N/C(=C\c2cccs2)C(=O)N2CCOCC2)cc1C
  1%, 40%[activator], 1, 9%, 2%, -18%, 0%, -6%, 12%
[29] Cc1c(N(C(=O)CNC(=O)c2ccccc2)C2(C(=O)NC3CCCCC3)CCCCC2)c(=O)n(-c2ccccc2)n1C
  6%[57.1 µM], 19%, -4, -14%, -3%, -5%, -15%, 4%, 26%[57.1 µM]
[30] O=C(c1ccc(CS(=O)c2cccc(Cl)c2)o1)N1CCOCC1 (centres undefined)
  2%, 52%[activator], -3, -13%, -1%, -21%, i, -3%, 8%
[31] Cc1cc(S(=O)(=O)N2CCN(c3ccccc3O)CC2)c(C)s1
  5%[57.1 µM], 17%, 3, 19%, -1%, -6%, -2%, -1%, 9%[57.1 µM]
[32] CC1CCC(NC(=O)CN(C)S(=O)(=O)c2cccc3cccnc23)CC1 (centres undefined)
  -7%, 43%[activator], 1, 12%, -1%, -4%, -3%, -3%, 7%
[33] CC(C)(C)OC(=O)N1CCC(c2c(C(=O)NC3CCCCC3)cnn2-c2cccc(Cl)c2)CC1
  -8%, -7%, 0, -12%, -2%, -16%, i, -15%, 13%
[34] CC1(c2cc(C(F)(F)F)n3nc(C(=O)O)cc3n2)CC1
  -8%, 30%, -4, -6%, -8%, -13%, x, 1%, 12%
[35] CC(C)CNC(=S)N1CCC(C(=O)c2ccc(Cl)cc2)CC1
  x, x, 0, 0%, x, -25%, -2%, 5%, x
[36] CCCCn1c(N)c(N(CCC(C)C)C(=O)C2CC(=O)N(c3cccc(SC)c3)C2)c(=O)[nH]c1=O (centres undefined)
  -12%, 30%, -4, -3%, -3%, -19%, -5%, -4%, -11%
[37] CCc1ccc(NC(=O)CC2C(=O)N(c3cccc(C)c3)C(=O)N2Cc2ccc(F)cc2)cc1 (centres undefined)
  1%, 26%, -4, 5%, 1%, -22%, 3%, -5%, 25%
[38] COc1ccc([C@H](NC(=O)OC(C)(C)C)C(=O)OC(C)(C)C)cc1
  -6%, 53%[activator], 2, -1%, -10%, -25%, -8%, -12%, 10%
[39] COc1cc(OC)c(NC(=S)NCc2ccccc2)cc1Cl
  9%[57.1 µM], -7%, 1, -12%, -4%, -16%, 0%, 8%, 33%[57.1 µM]
[40] Cc1cc(F)ccc1NC(=O)c1cc(S(=O)(=O)N2CCCC2)cn1C
  1%[57.1 µM], 29%, 0, -1%, -2%, -7%, -3%, -2%, 6%[57.1 µM]
[41] COc1ccc(-c2noc(CCCC(=O)NCc3ccco3)n2)cc1OC
  8%[57.1 µM], -24%, -1, -3%, -4%, -15%, 1%, 4%, 3%[57.1 µM]
[42] CO/N=C/CC(=O)c1ccc([N+](=O)[O-])c(CS(=O)(=O)c2ccc(Cl)cc2)c1
  1%[2.29 µM], -7%, 2, 0%, 1%, u, -9%, -1%, 3%[2.29 µM]
[43] C#CCOC(=O)c1ccccc1C(=O)N(CC)CC
  -5%, 13%, 1, 5%, -1%, -7%, 6%, 10%, 5%
[44] Nc1cc(C(=O)OCC(=O)NCc2ccco2)ccc1Cl
  12%, -2%, -17, -2%, -3%, -11%, -13%, 0%, 3%
[45] CN(C(=O)COC(=O)CCc1c[nH]c2ccccc12)c1ccccc1
  -4%, -12%, 6, 15%, -9%, -1%, -10%, -1%, 9%
[46] Cc1ccc2cc(CN(C(=O)c3cccnc3)C(C)C)c(=O)[nH]c2c1
  4%, 21%, -6, -2%, 13%, 10%, i, 12%, 11%
[47] Cc1ccccc1Nc1c(-c2ccncc2)nc2ccc(Br)cn12
  -11%, 8%, 6, -8%, -2%, -12%, -1%, -15%, -13%
[48] CC(=O)Nc1ccc(NC(=O)c2ccc(N(C)S(=O)(=O)c3ccc(C)cc3)cc2)cc1
  30%, -3%, -2, 7%, 12%, -4%, -7%, 5%, 21%
[49] CC(=O)c1ccc(NC(=O)NCc2ccc(F)cc2)cc1
  -9%, 46%[activator], 0, -1%, -3%, -8%, 9%, -2%, -12%

Source: PubChem BioAssay

Some of the compounds tested; count on the stated rates, not on these rows.
